Compound activity: PubChem, Sanford-Burnham Center for Chemical Genomics
GRIN3A LBD mod: modulates the human NR3A ligand-binding domain | NR3A LBD differential scanning fluorimetry, Tm shift; 0% = protein alone, 100% = glycine-bound protein | Tm shift relative to glycine control, % at 25 µM | hit rate 2.5% among 340,000 | AID 1259313;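 active means melting temperature shift of at least 10% of the positive control shift, at one fixed dose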
NALP3 yeast inh: inhibitors of NALP3 inflammasome in yeast; AID 2825; hit rate 0.39% among 330,000; Yeast reconstituted NLRP3/ASC/caspase-1, beta-gal luminescence, 24 h; inhibition, % at 10 µM;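 active means inhibition of 50% or more; inactive means inhibition below 50%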;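 further: plate controls were induced DMSO wells for no effect and uninduced yeast grown without galactose for full effect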
Mdm2 MdmX PPI: human Mdm2/MdmX binding inhibition; O15151+Q00987; SaOS-2 split-luciferase Mdm2/MdmX complementation, luminescence; hit rate 3% among 330,000; inhibition, % at 8 µM; AID 485346;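 active means inhibition of at least 50% at 8 µM in the primary screen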
Target sequence (O15151 whole entry, looked up): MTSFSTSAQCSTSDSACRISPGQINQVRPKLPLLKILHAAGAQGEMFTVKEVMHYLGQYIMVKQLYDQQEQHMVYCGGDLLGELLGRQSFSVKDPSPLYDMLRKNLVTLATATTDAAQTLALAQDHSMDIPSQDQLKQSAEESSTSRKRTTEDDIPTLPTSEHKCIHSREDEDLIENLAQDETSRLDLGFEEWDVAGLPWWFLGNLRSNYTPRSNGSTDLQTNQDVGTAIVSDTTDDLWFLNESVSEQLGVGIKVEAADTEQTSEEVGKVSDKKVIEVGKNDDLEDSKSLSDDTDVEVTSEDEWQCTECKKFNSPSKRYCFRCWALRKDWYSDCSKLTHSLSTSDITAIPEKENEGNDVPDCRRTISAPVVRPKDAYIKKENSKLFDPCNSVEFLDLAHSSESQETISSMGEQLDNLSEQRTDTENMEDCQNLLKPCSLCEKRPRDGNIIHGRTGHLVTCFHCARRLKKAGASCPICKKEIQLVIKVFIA
Target sequence (Q00987 whole entry, looked up): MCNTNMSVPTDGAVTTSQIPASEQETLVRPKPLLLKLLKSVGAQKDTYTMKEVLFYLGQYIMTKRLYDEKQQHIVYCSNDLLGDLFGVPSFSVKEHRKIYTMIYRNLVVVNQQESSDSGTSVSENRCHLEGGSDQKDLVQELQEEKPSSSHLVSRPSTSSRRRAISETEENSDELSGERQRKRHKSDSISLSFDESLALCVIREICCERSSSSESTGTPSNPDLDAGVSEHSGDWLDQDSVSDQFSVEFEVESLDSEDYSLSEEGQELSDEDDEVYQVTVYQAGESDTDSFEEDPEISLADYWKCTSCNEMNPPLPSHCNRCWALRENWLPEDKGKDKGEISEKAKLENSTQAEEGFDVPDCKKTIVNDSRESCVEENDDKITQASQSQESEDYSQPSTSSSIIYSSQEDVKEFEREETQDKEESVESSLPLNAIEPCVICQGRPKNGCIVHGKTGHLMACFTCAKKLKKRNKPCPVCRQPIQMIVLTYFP
tim10-1 inh: tim10-1 yeast growth inhibition; inhibition, % at 20 µM; S. cerevisiae tim10-1 ts strain growth, BacTiter-Glo, 24 h; hit rate 2.2% among 330,000; AID 463190;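 active means inhibition of at least 40%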;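 further: mutant grown at 25 °C; 0% = DMSO wells with yeast and 100% = wells holding no yeast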
tim23-1 inh: inhibits growth of tim23-1 mutant yeast. S. cerevisiae tim23-1 growth, BacTiter-Glo luminescence, 24 h. inhibition, % at 20 µM. hit rate 1.3% among 330,000;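 active means growth inhibition of the mutant yeast at or above 50%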;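 further: temperature-sensitive mutant grown at 25 °C; plate controls were DMSO-treated mutant yeast for no effect and medium wells lacking yeast for full effect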
TIM10 inh: growth inhibitors of TIM10 yeast strain. S. cerevisiae TIM10 strain growth, BacTiter-Glo luminescence, 24 h. inhibition, % at 10 µM. hit rate 1.4% among 330,000. AID 463195;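 active means inhibition of 40% or more at the single tested concentration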;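 further: wild-type TIM10 isogenic control strain grown at permissive 25 °C; 0% = DMSO yeast wells and 100% = minimal medium wells without yeast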
APJ agonist: activates the human apelin receptor APJ. CHO-K1 APJ PathHunter beta-arrestin, luminescence; 0% DMSO wells, 100% apelin. activation, % at 20 µM. hit rate 0.11% among 330,000;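 active means activation more than six SD over the plate average, tested at 20 µM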;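 further: 0% = DMSO alone and 100% = apelin-13 at 10 nM; some results filed as inactive read as strong as hits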
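Assay system: CHO-K1 APJ beta-arrestin complementation cell line / Compound: single test compound dose, 20 µM final, 1% DMSO / Times: overnight seeding, 90 min compound at 25 °C, 1 h detection / Technique: beta-gal luminescence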
UPR CHOP act: apoptotic UPR (CHOP) activation; CHO-CHOP luciferase reporter, luminescence; percent of tunicamycin response over DMSO baseline; activation, % at 10 µM; hit rate 0.34% among 330,000;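 active means at 10 µM dose, activation of 40% or more, normalized to positive control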;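 further: 100% = tunicamycin at 10 µg/mL and 0% = DMSO alone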
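System: CHO CHOP reporter cells. Amount: 500 cells per well. Buffer or medium: F12 medium, 10% FBS. Compound dosing: one dose, 10 µM in 0.5% DMSO. Incubation: 6 h compound exposure at 37 °C after overnight seeding. Technique: Steady-Glo luciferase luminescence. Benchmarks: tunicamycin and DMSO controls.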
XBP1 UPR activ: adaptive UPR (XBP1) activation. hit rate 0.33% among 330,000. activation, % at 20 µM. CHO-XBP1 luciferase reporter, IRE1-XBP1 UPR activation, luminescence; percent of tunicamycin response, DMSO as zero;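 active means versus positive control, 20 µM dose yields 30% or more activation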;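 further: 100% = tunicamycin at 10 µg/mL and 0% = DMSO only wells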
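Material: CHO cell line with stable XBP1 luciferase reporter; buffer or medium: F12 medium containing 10% fetal bovine serum; compound: single point, 20 µM final compound, 1% DMSO; incubation: 6 h treatment, 37 °C; measured by: glow luminescence from Steady-Glo reagent; evaluation: activation, % of tunicamycin; control set: tunicamycin high, DMSO low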
* = called active by the depositor; / = no result given.

SMILES	GRIN3A LBD mod	NALP3 yeast inh	Mdm2 MdmX PPI	tim10-1 inh	tim23-1 inh	TIM10 inh	APJ agonist	UPR CHOP act	XBP1 UPR activ
CCOc1ccc(NS(=O)(=O)c2ccc(C(=O)N3CCN(C(C)=O)CC3)cc2)cc1	4	0	7	-6	1	-3	-2	-1.9	-3
CC(C)n1c(/N=C/c2ccccc2O)nc2ccccc21	1	10	1	-24	-3	-19	-2	1.1	-6
Oc1c(C(c2ccc(Cl)cc2)N2CCCC2)cc(Cl)c2cccnc12 (centres undefined)	-9	19	80*	-10	64*	20	-5	11	3
O=[N+]([O-])c1cccc(-c2cc(C(F)(F)F)n3nc(-c4ccccc4)cc3n2)c1	-2	28	38	1	-9	-7	2	-0.2	-4
Cc1cc(-c2ccccc2)nn1-c1nc2c(c(=O)[nH]c(=O)n2C)n1C	0	-5	7	10	21	13	1	0.0	-4
Cc1ccc(C(=O)N/C(=C/c2ccc(-c3ccc([N+](=O)[O-])cc3)o2)C(=O)NCCCN(C)C)cc1	-2	6	64*	-7	3	1	7	0.9	-1
O=C(CN1CCCCC1)N/N=C/c1cc2ccccc2nc1Cl	0	15	14	-4	3	0	-3	1.0	0
O=S(=O)(NCc1ccco1)c1cccc(S(=O)(=O)N2CCCCC2)c1	1	4	8	12	19	-4	0	2.1	-2
O=C(NC(=S)NCC1CCCO1)c1ccccc1 (centres undefined)	-4	0	-23	11	16	10	-3	4.0	-2
O=c1[nH]c(CSc2ncn[nH]2)nc2ccccc12	-2	10	-1	-7	2	-23	-6	1.1	-1
CN(Cc1cn(C)nc1-c1ccc(Oc2ccccc2)cc1)CC1COCCO1 (centres undefined)	-1	14	-32	-29	2	-18	-2	0.9	0
COc1ccc(NC(=O)CSc2cc(C(=O)c3nccn3C)c3ccccc3n2)cc1	-8	19	29	21	11	15	-3	-0.4	-3
Cc1ccc(-c2nc3ccccc3[nH]c2=O)cc1	0	40	-42	-2	10	12	-3	5.8	1
COc1ccc(Nc2ccc(Nc3ccc(OC)cc3)nn2)cc1	27*	23	15	6	-4	4	5	-1.1	2
CCCC1=[N+](CC(=O)c2ccc(C)cc2)CCn2cccc21	0	19	-6	21	15	-21	-1	-0.2	0
Cc1ccc(C(C2C(=O)CC(C)(C)CC2=O)C2C(=O)CC(C)(C)CC2=O)s1	-4	-13	5	11	26	13	2	-0.1	0
CC(C)NC(=O)C(=O)c1cn(C)c2ccccc12	-1	3	-1	-1	14	-10	0	1.2	2
CCCNC(=O)/C=C/C(=O)O	0	5	-33	1	7	12	-1	0.8	-2
O=C(O)C1CCN(S(=O)(=O)c2cccc3nsnc23)CC1	-3	14	-4	2	4	3	-4	-3.0	-1
CN(c1ccccc1)S(=O)(=O)c1cccc2ccccc12	1	26	10	-5	14	-15	-3	1.4	-4
Cc1ccc(C(=O)NN(CCC(=O)NC(C)(C)C)C2=NS(=O)(=O)c3ccccc32)cc1	-3	-6	-2	13	13	-8	1	-1.0	-4
CC1CCC/C(=N/Nc2nc3ccccc3s2)C1 (centres undefined)	-6	2	-37	10	24	-14	1	7.2	1
O=C(N/N=C/c1ccco1)c1cc2ccccc2o1	-8	64*	9	23	66*	41*	8	3.9	-5
O=C(COC(=O)CC1CC2CCC1C2)Nc1cccc(S(=O)(=O)NC2=NCCCCC2)c1 (centres undefined)	-1	22	3	10	7	17	-4	1.0	-2
COC(CSc1nc(N)c2c3c(sc2n1)CN(C)CC3)OC	3	3	4	14	3	-13	-3	0.9	2
O=C(NC1CCCC1)C1CCN(C(=O)NCc2ccccc2)CC1	-16	14	10	-4	-14	-13	-3	-0.4	-5
CC[C@@H](C)[C@H](NS(=O)(=O)c1ccc(C)cc1)C(=O)N1CCC(C(=O)NCC(=O)O)CC1	-1	7	-5	11	-2	-6	-3	-2.8	-1
CCC(CC)C(=O)Nc1nnc(SCC(=O)NC2CC2)s1	-2	-4	-5	24	12	-9	-3	-0.8	7
CC(=O)c1ccc([C@@H]2C[C@]34CN(Cc5cccc(C(F)(F)F)c5)S(=O)(=O)[C@H]3C[C@H]2O4)cc1	-6	29	17	15	16	15	12	-1.9	0
c1ccc(COc2ccc(OCCOCCn3cncn3)cc2)cc1	3	27	-149	12	18	-3	6	1.6	2
O=C(c1ccc(Br)o1)N1CCC(Cc2ccccc2)CC1	-1	26	-15	17	30	3	-3	1.1	-2
O=S(=O)(c1ccc(NC(=S)NCc2cccnc2)cc1)N1CCCCC1	-1	1	6	6	16	17	0	0.0	-3
CCc1ccc2c(c1)C1(NN=C(c3cccc4ccccc34)S1)C(=O)N2 (centres undefined)	/	28	78*	54*	50	55*	-8	95*	7
COc1cc(/C=C(\NC(C)=O)C(=O)NC(C)(C)CC(C)(C)C)ccc1OC(C)=O	-1	5	-2	9	15	-3	-1	0.5	2
Cc1cccc(NC(=O)CN2C(=O)S/C(=C\c3cccn3-c3cccc(C(=O)O)c3)C2=O)c1	-11	16	1	22	21	16	-4	-1.3	-4
O=C(COc1ccc([N+](=O)[O-])cc1)N/N=C/c1cc([N+](=O)[O-])ccc1N1CCOCC1	-2	31	-19	9	7	-4	0	0.1	4

Ordered by the number under NALP3 yeast inh (largest number first): 5 of the compounds above.
mol | GRIN3A LBD mod | NALP3 yeast inh | Mdm2 MdmX PPI | XBP1 UPR activ
O=C(COc1ccc([N+](=O)[O-])cc1)N/N=C/c1cc([N+](=O)[O-])ccc1N1CCOCC1 | -2 | 31 | -19 | 4
O=C(c1ccc(Br)o1)N1CCC(Cc2ccccc2)CC1 | -1 | 26 | -15 | -2
COc1ccc(Nc2ccc(Nc3ccc(OC)cc3)nn2)cc1 | 27* | 23 | 15 | 2
COc1ccc(NC(=O)CSc2cc(C(=O)c3nccn3C)c3ccccc3n2)cc1 | -8 | 19 | 29 | -3
CCC(CC)C(=O)Nc1nnc(SCC(=O)NC2CC2)s1 | -2 | -4 | -5 | 7

Following part
SMILES	GRIN3A LBD mod	NALP3 yeast inh	Mdm2 MdmX PPI	tim10-1 inh	tim23-1 inh	TIM10 inh	APJ agonist	UPR CHOP act	XBP1 UPR activ
O=C(CN1C(=O)NC2(CCCC2)C1=O)OCCOc1ccc(F)cc1	-2	9	5	19	21	6	9	1.1	1
COc1ccnc(Oc2cc(Cl)cc(Cl)c2)c1C#N	1	13	15	0	11	4	-4	-0.3	0
CCOC(=O)/C=C(\C)Nc1cc(C)nn1-c1ccccc1	0	1	-31	4	5	16	2	0.8	1
O=C(CSc1nnc(-c2ccccn2)n1-c1ccccc1)Nc1ccc2c(c1)OCO2	1	8	8	-2	3	-11	-2	-1.4	-2
CO[C@@H]1[C@@H](OC(N)=O)[C@@H](O)C(Oc2ccc3c(O)c(NC(=O)c4ccc(O)c(CC=C(C)C)c4)c(=O)oc3c2C)OC1(C)C (some centres undefined)	-12	3	20	-5	7	1	-6	-1.8	-10
CC(=O)c1c(C)[nH]c(C(=O)N2CCN(c3cc(Cl)ccc3C)CC2)c1C	1	1	73*	19	6	13	2	-0.4	-1
CN(C)c1ccc(C(=O)OCC(=O)N2CCCCCC2)cc1	0	1	-8	14	10	-11	-5	1.8	1
CCC(C(=O)OC)n1cnc2c(oc3ccccc32)c1=O (centres undefined)	0	3	3	-24	-21	-19	1	2.5	-2
COc1ccc(C(=O)N2CCN(c3ccccc3)CC2)cc1S(=O)(=O)N1CCOCC1	0	12	-9	-18	-2	2	2	3.4	1
O=C1CCc2cc(S(=O)(=O)Nc3ccccc3Cl)ccc2N1	0	-17	11	4	-3	8	-2	-2.4	-1
CCOc1ccc(NC(=O)C2CC(=O)N=C(N)S2)cc1 (centres undefined)	0	-9	-6	4	-6	-3	-1	2.3	-1
O=C(COC(=O)c1n[nH]c2ccccc12)Nc1ccc(S(=O)(=O)N2CCCC2)cc1	1	10	33	-11	-5	-2	10	4.2	0

Copied from the list.
Entry for `CO[C@@H]1[C@@H](OC(N)=O)[C@@H](O)C(Oc2ccc3c(O)c(NC(=O)c4ccc(O)c(CC=C(C)C)c4)c(=O)oc3c2C)OC1(C)C` (some centres undefined) in NALP3 yeast inh: 3
Entry for `CCCC1=[N+](CC(=O)c2ccc(C)cc2)CCn2cccc21` in NALP3 yeast inh: 19

More entries follow:
SMILES	GRIN3A LBD mod	NALP3 yeast inh	Mdm2 MdmX PPI	tim10-1 inh	tim23-1 inh	TIM10 inh	APJ agonist	UPR CHOP act	XBP1 UPR activ
CC(C)(C)n1cnc(C(N)=O)c1N	-1	-1	-19	9	2	-1	-6	-2.1	1
O=C(CNC(=O)c1ccccc1)NCC(=O)OCC(=O)c1ccccc1Cl	1	4	12	-3	-6	8	-6	0.4	-9
CC(C)C(CC(=O)N1CCCCC1)C1CCOC(C)(C)C1 (centres undefined)	1	3	-5	8	20	-2	-2	-0.7	0
COc1ccc(CCN=C(C)c2cc(C)c(C)cc2O)cc1OC	15*	15	-31	-5	6	6	-2	-1.1	-2
O=C1/C(=C\c2ccc3c(c2)OCO3)CCC/C1=C/c1ccc2c(c1)OCO2	0	50	34	0	14	20	-4	-1.8	-2
CCn1c(CNc2ccc(OC)cc2)nnc1SCC(=O)Nc1ccc(F)cc1	0	20	17	15	-7	-16	-1	-2.5	-3
CC1CCN(C(=O)c2[nH]cnc2C(=O)N2CCN(c3ccccc3)CC2)CC1	0	4	-26	2	5	1	0	2.2	1
COCc1nnc(NC(=O)c2ccc(NC(=O)C(C)C)cc2)s1	0	8	-16	19	5	-11	-3	14	-2
Cc1cc(C(=O)O)c(S(C)(=O)=O)s1	1	1	25	1	-3	-8	4	0.1	-3
COc1cc(CNCCCN2CCOCC2)ccc1OCC(=O)NC(C)(C)C	0	1	-8	1	-15	0	-4	1.1	1
CC(=O)N1CCC(=NNc2ccnc3cc(Cl)ccc23)CC1	1	11	-39	7	-8	6	0	0.3	-3
Cc1ccc2nsnc2c1S(=O)(=O)NC1CC1	1	9	16	14	12	10	-1	1.2	-1
CCNc1nc(NCC)n2c(SCC(=O)Nc3ccc(OC)c(OC)c3)nnc2n1	-1	8	14	-1	-19	1	-5	-0.3	-3
COC(=O)C(CCSC)NC(=O)Cn1ncc2c(=O)oc3ccc(C)cc3c21 (centres undefined)	-2	1	-5	-1	-5	-4	-5	-0.7	-1
Cc1ccc(S(=O)(=O)N(C)C)cc1NC(=O)c1ccccc1SCC(=O)N1CCCC1	0	3	6	-34	-27	-28	-2	0.2	0
COc1ccc(Cn2c(C)c(C)c(C#N)c2NC(=O)Nc2ccc(Cl)cc2)cc1	3	17	10	17	-13	-9	0	-1.1	0
Cc1ccc(-c2c(C)nn3c(N4CCOCC4)cc(C)nc23)cc1	0	-3	2	33	37	11	-1	-1.2	2
Cc1ccc(C(=O)/C=C/c2ccco2)c(O)c1	5	3	-8	23	42	21	-3	3.7	2
CCOC(=O)C1=C(C)N=c2s/c(=C\c3ccc(C(=O)O)cc3)c(=O)n2C1c1ccc(F)cc1 (centres undefined)	3	12	1	27	25	0	0	0.0	8
CCn1ncc(CN2CCN(Cc3ccc(OC)c(C)c3C)C(CCO)C2)c1C (centres undefined)	1	14	-17	7	12	10	1	0.0	-5
COc1ccc(CN2CC(=O)N3[C@H]4c5ccccc5OC[C@@H]4[C@H](c4ccccc4)[C@]3(C)C2=O)cc1	0	30	-2	13	39	13	-1	1.8	-4
CCOC(=O)c1ccc(NC(=O)c2ccc(OC(C)C)c(OC)c2)cc1	0	-16	8	36	21	32	0	0.8	-1
